# JMJD2C inh – blocks human GASC-1 demethylase activity; actives 0.069% (n = 330,000); Q9H3R0; GST-JMJD2C(1-420) H3K9me3 demethylation, DELFIA europium; AID 2099; inhibition, % at 2.35 µM;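 active means more than half of a compound's replicate wells show inhibition beyond 50%, single wells judged on their own value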;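 further: signal counts dimethyl H3K9 product captured on neutravidin plate; 0% = median of DMSO wells and 100% = 0.3 times that DMSO median; strong numbers were not always called active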
# LAP4 TOR yeast – alters LAP4-GFP fluorescence in TOR pathway yeast screen. GFP response vs DMSO, % at 10 µM. S. cerevisiae LAP4-GFP multiplex, flow cytometry GFP, 3 h; median GFP as percent of DMSO wells. actives 0.34% (n = 320,000);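 active means GFP response vs DMSO above a set limit, about the screen mean plus 3 SD, cut at about 150% in these data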
# CIT2-GFP yeast – yeast TOR pathway CIT2-GFP modulation | GFP response vs DMSO, % at 10 µM | S. cerevisiae CIT2-GFP strain, flow cytometry, 3 h; 100 means same as DMSO wells | actives 0.065% (n = 320,000);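 active means GFP response relative to DMSO above a set limit, near the screen mean plus 3 SD, cut at about 150% in these data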;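 further: ratio of well median GFP fluorescence to mean of DMSO wells on the plate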
# VLA-4 inh – inhibition in a human VLA-4 binding assay | VLA-4 expressing cells, ligand binding flow cytometry | inhibition, % (about 7 µM as worked out from the volumes in the protocol) | actives 0.2% (n = 330,000); in the data active means inhibition above about 50%
# RPL19A TOR yeast – yeast TOR pathway RPL19A-GFP modulation; AID 2025; S. cerevisiae RPL19A-GFP strain, flow cytometry, 3 h; hits give low values; actives 0.3% (n = 330,000); percent response vs DMSO, % at 10 µM;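 active means percent response vs DMSO below 50%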;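 further: median channel GFP fluorescence of the barcoded RPL19A-GFP strain; ratio of sample median GFP to plate DMSO average so 100% = DMSO; lower means less RPL19A-GFP as with rapamycin TOR inhibition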
# AGP1-GFP MLPCN – yeast TOR pathway AGP1-GFP modulation; actives 0.02% (n = 320,000); GFP response vs DMSO, % at 10 µM; S. cerevisiae AGP1-GFP multiplex flow cytometry, 3 h; GFP as percent of DMSO wells; AID 2066;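 active means GFP response relative to DMSO above a set limit, near screen average plus 3 SD, cut at about 150% in these data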;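 further: median GFP channel fluorescence of the gated AGP1 strain per well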
# MEP2-GFP yeast – alters MEP2-GFP fluorescence in TOR pathway yeast screen | S. cerevisiae MEP2-GFP strain, flow cytometry GFP, 3 h; 100% = DMSO control level | GFP response vs DMSO, % at 10 µM | actives 0.51% (n = 330,000) | AID 2016;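 active means GFP response versus DMSO above a set limit, roughly screen mean plus 3 SD, cut at about 180% in these data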;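 further: median GFP fluorescence of the barcode-gated MEP2-GFP cells per well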
# GRK2 inh – inhibitors of human GRK2 displacing RNA aptamer. bead flow cytometry, FAM-aptamer displacement from GRK2. inhibition of aptamer binding, % at 10 µM. actives 0.59% (n = 330,000). AID 488847;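 active means inhibition of aptamer binding above 40%, roughly 3 SD of noise, on plates passing a quality check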;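 further: median bead fluorescence of bound FAM aptamer so fluorescent compounds give negative values; no value below 0 was filed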
# Target sequence (P25098 whole entry, looked up): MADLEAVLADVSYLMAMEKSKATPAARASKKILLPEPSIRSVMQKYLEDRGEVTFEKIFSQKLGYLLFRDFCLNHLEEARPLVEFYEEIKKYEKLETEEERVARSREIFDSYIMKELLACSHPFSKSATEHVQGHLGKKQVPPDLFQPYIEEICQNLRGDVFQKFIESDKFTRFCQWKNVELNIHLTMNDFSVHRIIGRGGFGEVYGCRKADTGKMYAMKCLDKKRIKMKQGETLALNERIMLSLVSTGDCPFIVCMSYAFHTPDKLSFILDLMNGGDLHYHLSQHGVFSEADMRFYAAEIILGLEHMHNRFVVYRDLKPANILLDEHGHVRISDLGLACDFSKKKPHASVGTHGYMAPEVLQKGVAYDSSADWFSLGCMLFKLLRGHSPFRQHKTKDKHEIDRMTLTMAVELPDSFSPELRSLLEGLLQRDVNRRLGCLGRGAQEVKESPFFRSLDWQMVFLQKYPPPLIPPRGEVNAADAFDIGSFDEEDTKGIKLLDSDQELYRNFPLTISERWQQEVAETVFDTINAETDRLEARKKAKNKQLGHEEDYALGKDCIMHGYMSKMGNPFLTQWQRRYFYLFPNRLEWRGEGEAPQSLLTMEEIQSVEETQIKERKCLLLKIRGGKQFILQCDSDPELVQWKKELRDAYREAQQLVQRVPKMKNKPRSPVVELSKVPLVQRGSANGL
# The depositor's hits bear a star; i = inactive; · = no result given; & = joins results of further samples.
# The opening 6 records as a preview:
RPL19A TOR yeast	LAP4 TOR yeast	JMJD2C inh	CIT2-GFP yeast	MEP2-GFP yeast	AGP1-GFP MLPCN	VLA-4 inh	GRK2 inh	SMILES
101	98	-10	98	102	107	11	2	COc1cccc2c(=O)c3c([nH]c12)OC(C)(C)C3
86	88	11	90	94	·	8	3	O=C(CC(c1ccccc1)c1ccccc1)Nc1ncn[nH]1
103	106	1	109	105	102	2	0	COC(=O)CNC(=O)C1CCN(c2nc(C)cc(C)n2)CC1
94	109	-5	75	95	90	4	0	O=C(OCc1csc(-c2ccccc2)n1)c1ccc(O)cc1
104	107	34	100	106	99	14	14	O=C1c2ccccc2C(=O)N1CCOc1ccccc1Br
104	109	-4	116	108	108	17	3	O=S(=O)(c1ccccc1)n1ccc(-c2cnc(-c3ccccc3)s2)n1

# This part in full, from the start:
RPL19A TOR yeast	LAP4 TOR yeast	JMJD2C inh	CIT2-GFP yeast	MEP2-GFP yeast	AGP1-GFP MLPCN	VLA-4 inh	GRK2 inh	SMILES
101	98	-10	98	102	107	11	2	COc1cccc2c(=O)c3c([nH]c12)OC(C)(C)C3
86	88	11	90	94	·	8	3	O=C(CC(c1ccccc1)c1ccccc1)Nc1ncn[nH]1
103	106	1	109	105	102	2	0	COC(=O)CNC(=O)C1CCN(c2nc(C)cc(C)n2)CC1
94	109	-5	75	95	90	4	0	O=C(OCc1csc(-c2ccccc2)n1)c1ccc(O)cc1
104	107	34	100	106	99	14	14	O=C1c2ccccc2C(=O)N1CCOc1ccccc1Br
104	109	-4	116	108	108	17	3	O=S(=O)(c1ccccc1)n1ccc(-c2cnc(-c3ccccc3)s2)n1
100	102	-35	106	106	105	-6	0	Cc1nn(CC(=O)NCCCN2CCCCC2)c(=O)c2cccn12
104	111	6	108	104	106	9	6	O=C(CSc1ncccn1)Nc1ccc2c(c1)OCO2
109	98	11	107	113	105	4	1	CC1(C)CC(=O)C=C(Nc2ccccc2C#N)C1
95	108	i	91	94	93	-8	0	Cc1cccc(CSC2=NCCN2C(=O)c2ccc(Br)o2)c1
97	103	-4	114	107	101	16	0	COc1ccc(-c2nnc(C3CCN(S(=O)(=O)c4ccccc4)CC3)o2)cc1
97	88	-7	102	94	94	-3	0	Oc1ccc(C=Nc2ccccc2-c2nc3ccccc3[nH]2)c(O)c1
94	99	-13	99	99	96	-5	0	O=C(NCCc1ccc(Cl)cc1)c1cccc(NC2=NC3CS(=O)(=O)CC3S2)c1 (centres undefined)
102	105	-12	106	104	107	-5	2	Cc1cc(C)cc(Oc2cc(NC(=O)c3cn(C)nc3C)cc([N+](=O)[O-])c2)c1
104	90	-3	103	102	99	12	0	O=[N+]([O-])c1ccc2nc(-c3ccccc3)cc(-c3ccccc3)c2c1
94	114	-8	102	94	95	-5	0	O=C(NCc1cccnc1)c1cnc2sccn2c1=O
·	111	0	111	103	106	4	0	CCc1n[nH]c(=S)n1/N=C/c1ccc2c(c1)OCO2
96	98	-4	81	99	103	1	3	COc1ccc(-n2c(SCC(=O)Nc3cccc(S(N)(=O)=O)c3)nc3ccccc3c2=O)cc1OC
94	99	6	100	102	99	-11	0	O=C(COC(=O)Cc1ccc(S(=O)(=O)N2CCOCC2)s1)Nc1ccccc1
90	89	2	86	92	88	9	21	Cc1cccn2cc(CSc3ccccc3N)nc12
94	101	0	106	102	107	10	0	COc1cc(C(=O)NCC(=O)Nc2ccc(F)c(F)c2)ccc1OCC(=O)N1CCOCC1
98	106	-26	89	99	95	21	0	CCc1ccc2nc(NC(=O)CCCc3cccs3)sc2c1
100	102	137	107	109	109	-2	2	O=C(CCCCCNC(=O)N1CCn2c1nc1ccccc12)N[C@@H](Cc1ccccc1)C(=O)O
105	104	-3	107	101	103	-46	0	Cc1cccc(NC(=O)c2cc3ccccc3nc2C)c1
96	97	-11	·	100	95	11	1	CC(=O)N1CCN(c2ccc(NC(=O)COc3ccc(Cl)cc3Cl)cc2)CC1
96	88	-5	100	96	97	3	0	CCOC(=O)N1CCN(S(=O)(=O)c2ccc3c(c2)CC(C)N3C(C)=O)CC1 (centres undefined)
101	91	-5	105	95	92	-2	5	C=CCNC(=S)N1CCC(C(=O)c2ccc(Cl)cc2)CC1
98	105	18	107	99	103	25	0	COc1ccc(C(=O)Nc2ccc3c(c2)C(=O)NC3=O)cc1
94	107	15	84	93	99	-3	0	Nc1c(N(CCC2=CCCCC2)C(=O)c2ccc([N+](=O)[O-])o2)c(=O)[nH]c(=O)n1Cc1ccccc1
101	113	-3	93	102	96	3	3	CN(C)c1cccc(C(=O)Nc2cccc(F)c2)c1
96	100	-5	96	104	98	9	2	Cc1c(NC(=O)CSc2nnc(-c3cccnc3)n2N)c(=O)n(-c2ccccc2)n1C
100	102	-18	92	103	94	8	1	O=C(NCCc1ccc(Cl)cc1)/C(=C/c1cccnc1)NC(=O)c1ccccc1
114	98	-11	110	111	102	1	1	Cc1nc(CCNC(=O)CC2C(=O)NCCN2Cc2ccccc2)nc2c1CCC2 (centres undefined)
97	99	-14	107	107	100	-15	0	CCCc1ccc(C(=O)CCC(=O)O)cc1
103	95	-1	100	102	95	-18	3	CCCn1nc(NC(=O)C(C)C)c2cc3cc(OC)ccc3nc21
92	91	-9	86	97	89	4	1	O=C(c1cccc2ccccc12)N1CCC(N2CCN(c3ccccc3)CC2)CC1
104	102	0	99	96	111	3	0	S=c1nc(-c2ccccc2)n(CCCn2ccnc2)c2c1CCCC2
96	99	3	99	107	94	2	0	CC(C)CC(NC(=O)c1ccccc1NC(=O)c1ccccc1)C(=O)O (centres undefined)
93	102	5	88	100	25	22	0	Cc1ccc(-c2csc3nc4c5ccccc5c(NCCCN(C)C)nn4c(=O)c23)cc1
107	100	-3	93	107	102	·	3	COc1ccc(NC(=O)CSc2cccc3cccnc23)c(OC)c1
103&106	109&99	1&12	93&95	102&99	107&99	8&-15	2&4	CCc1nn2c(N)c(/C=C3\C=Nc4ccccc43)c(=O)nc2s1
99	114	-5	104	103	106	8	0	CC1CCN(C(=S)NCCc2ccccc2)CC1
103	92	-12	105	96	99	-2	1	COc1cc(NS(=O)(=O)c2ccc(NC(=O)c3cccnc3)cc2)ncn1
98	98	4	86	97	103	-1	2	Cc1ccc(S(=O)(=O)NC2CCCCC2)c(C)c1NS(C)(=O)=O
100	104	10	105	103	106	14	0	CCCn1c(CCc2ccccc2)nnc1SCC(=O)N1CCOCC1
98	133	4	125	94	90	7	0	Cc1ccc(Oc2cc(NN3CCCCC3)c([N+](=O)[O-])cc2[N+](=O)[O-])c(Cl)c1
99	89	2	93	104	104	14	2	C=CCN1C=C2C(=O)C(C)(OC(=O)c3ccco3)C(=O)C(C=C)=C2C=C1C1CC1 (centres undefined)
109	99	19	104	97	99	2	6	COc1ccccc1N1CC(C(=O)Nc2nnc(SCc3ccccn3)s2)CC1=O (centres undefined)
102	107	-148	92	105	97	20	1	Cc1ccc(Sc2ccc(S(=O)(=O)Nc3ccc(CC(=O)O)cc3)cc2)cc1C
101	108	-3	101	109	100	4	0	CC(C)CNC(=O)COC(=O)c1ccc([N+](=O)[O-])cc1Cl
81	96	-6	71	92	70	7	11	Cc1cc(N2C(=O)C(O)=C(C(=O)c3ccc(C)o3)C2c2cccc(Oc3ccccc3)c2)no1 (centres undefined)
103	88	-3	104	98	100	-9	0	CCN(C(=O)CCCC(=O)N(CC)c1ccccc1)c1ccccc1
102	98	·	99	111	103	0	2	CCOc1ccc(-n2cc(C(=O)N3CCCCCC3)c3cc(OC)c(OC)cc3c2=O)cc1
98	100	7	104	90	101	11	0	NC(=O)NC(CC(=O)Nc1cccnc1)c1cccc(Br)c1 (centres undefined)
96	106	2	97	103	102	13	2	O=C(Nc1cccnc1)c1ccc(COCC(F)(F)F)cc1
103	110	-13	105	104	111	2	1	Cc1cc(C)cc(C(=O)NCC(=O)OCC(=O)N(C)c2ccccc2)c1
100	92	0	110	103	100	1	6	O=C(NCCN1C(=O)S/C(=C\c2cccnc2)C1=O)c1ccc(S(=O)(=O)N2CCCC2)cc1
100	100	-30	93	95	99	-3	2	O=C(CSc1ccsc1[N+](=O)[O-])NCc1ccccc1
99	94	-11	102	103	98	6	0	CC[C@H](C)[C@H](NC(N)=O)C(=O)NNC(=O)c1ccc(COc2cccc3cccnc23)cc1
103	98	-6	105	107	110	·	0	CC(=O)c1c(C)[nH]c(C(=O)OCC(=O)Nc2ccc([N+](=O)[O-])cc2Cl)c1C

# Next section.
RPL19A TOR yeast	LAP4 TOR yeast	JMJD2C inh	CIT2-GFP yeast	MEP2-GFP yeast	AGP1-GFP MLPCN	VLA-4 inh	GRK2 inh	SMILES
104	102	2	101	96	104	-1	0	O=C(Cn1c(=S)[nH]c2ccccc2c1=O)N1CCN(c2ccc(F)cc2)CC1
106	95	-6	105	109	96	10	0	C/C(=N\N1CCN(Cc2ccc(C)cc2)CC1)c1ccco1
97	109	-2	91	101	100	24	0	COC(=O)COc1cccc(NC(=O)c2ccc(C)cc2)c1
110	110	-2	·	104	108	11	1	CCOC(=O)c1c(CN2CCN(C)CC2)oc2ccc(OC)cc12
109	70	-3	90	103	91	-21	5	COc1cc(NC(=O)c2ccc(Cl)cc2)c(Cl)cc1NC(=O)c1cccnc1
101	102	-1	101	99	105	3	0	Cc1cc2c(c(SCC(N)=O)n1)C(=O)OC2
103	91	2	115	100	99	3	0	COc1ccccc1NS(=O)(=O)c1cc(N)ccc1N1CCCC1
91	94	11	92	94	92	16	0	COCCCN(C(=O)CCOc1ccc(C(C)(C)C)cc1)c1c(N)n(Cc2ccccc2)c(=O)[nH]c1=O
97	101	-2	88	92	95	4	0	CC(C)(C)C(=O)N1CCN(c2nc3ccccc3s2)CC1
100	97	8	106	104	98	8	0	COc1ccc(OCC(O)CN2CCNCC2)cc1 (centres undefined)
99	98	29	101	97	103	3	0	O=C(CN1C(=O)c2ccccc2S1(=O)=O)NCCSc1ccccc1
104	79	9	86	90	91	-7	0	Cc1ccc(N2N=C(c3ccc(Br)cc3)CCC2=O)cc1
100	91	10	91	103	89	0	0	CCOC(=O)CSc1nc2sc3c(c2c(=O)n1-c1ccc(OCC)cc1)CCN(C)C3
109	104	-2	·	102	109	25	3	O=S(=O)(Nc1ccc(S(=O)(=O)Nc2nccs2)cc1)c1ccc2c(c1)OCCO2
108	91	-5	107	105	102	18	2	Cc1nc(N2CCOCC2)nc(OC(C)C)c1[N+](=O)[O-]
98	110	-19	100	100	115	20	0	NC(CO)C12CC3CC(CC(C3)C1)C2 (centres undefined)
97	103	2	92	106	106	-1	3	CCN1C(=O)CC(C(=O)Nc2ccc(F)cc2)SC1=Nc1cccc(OC)c1 (centres undefined)
99	91	-2	104	103	89	11	0	Cc1ccc(C(OCC(O)CNCc2ccc(F)cc2)c2ccccc2)cc1 (centres undefined)
100	108	-13	104	93	81	1	4	COc1ccc(/C(N)=N/OC(=O)c2ccc(Br)o2)cc1
110	98	2	123	106	101	-20	2	O=c1oc2ccccc2n1Cc1ccccc1F
106	92	2	103	100	99	12	0	COc1cccc(CN2CCNC(=O)C2CC(=O)NCCc2nc(C)c(C)s2)c1OC (centres undefined)
101	99	14	96	106	104	10	2	COC(CN(C)C(C(=O)NC1CCCCC1)c1ccccc1)OC (centres undefined)
98	96	-6	107	96	98	-10	1	CCCCc1cc(=O)oc2cc(C)cc(OCC(=O)NC(Cc3ccc(Cl)cc3)C(=O)O)c12 (centres undefined)
98	97	-4	98	93	95	-10	1	COC(CNC(=O)Cn1ncc2ccsc2c1=O)OC

# Screening data (PubChem BioAssay)
